S100A4 MyoIIA: inhibitors of human S100A4 binding to myosin IIA peptide; 360,000 tested, 0.14% active; P26447; AID 652163; S100A4/TAMRA-MyoIIA peptide fluorescence polarization; inhibition, % at 10.7 µM;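 active means mean inhibition of at least 70% across replicates, with every replicate also reaching that level; inconclusive means mean inhibition reaches 70% but some replicates fall short; inactive means mean inhibition below 70%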
Target sequence (P26447 whole entry, looked up): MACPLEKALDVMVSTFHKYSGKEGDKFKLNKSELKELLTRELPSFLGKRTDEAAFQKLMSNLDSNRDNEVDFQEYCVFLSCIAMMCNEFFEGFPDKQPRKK
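Material: S100A4 monomer (human). Medium: Calcium-containing HEPES buffer, pH 7.2. Probe or stimulus: labelled myosin peptide probe, 5 nM. Compound dosing: one concentration per compound. Timing: polarization read 5 min after assay mix addition, stable 5–60 min. Benchmarks: DMSO as neutral control, TFP as positive control.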
SIRT5 block: inhibitors of human sirtuin-5 desuccinylase | Q9NXA8 | Purified SirT5, succinyl-peptide AMC, trypsin-coupled fluorescence | inhibition, % at 15 µM | 330,000 tested, 1.1% active; in the data active means inhibition above about 15%; inconclusive means no clear call, values can overlap the other calls
Target sequence (Q9NXA8 whole entry, looked up): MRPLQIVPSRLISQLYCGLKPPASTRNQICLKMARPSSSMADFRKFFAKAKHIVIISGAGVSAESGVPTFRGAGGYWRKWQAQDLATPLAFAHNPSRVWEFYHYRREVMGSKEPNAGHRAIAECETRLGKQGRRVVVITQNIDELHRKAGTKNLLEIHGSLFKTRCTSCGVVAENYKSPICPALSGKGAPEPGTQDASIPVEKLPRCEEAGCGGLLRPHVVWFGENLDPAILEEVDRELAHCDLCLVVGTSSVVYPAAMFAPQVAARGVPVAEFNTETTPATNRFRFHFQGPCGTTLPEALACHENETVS
CASP6 VEID inh: inhibitors of human caspase-6. P55212. purified caspase-6, Z-VEID-R110 cleavage fluorescence. inhibition, % at 12.5 µM. 350,000 tested, 0.53% active. AID 686996;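 active means mean inhibition across replicates at least about 35%, with every replicate also reaching that limit, limit read from the data; inconclusive means only one of the two criteria met; inactive means neither criterion met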;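 further: 0% = median of neutral control wells and 100% = no fluorescence left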
Target sequence (P55212 24-179 limits assumed): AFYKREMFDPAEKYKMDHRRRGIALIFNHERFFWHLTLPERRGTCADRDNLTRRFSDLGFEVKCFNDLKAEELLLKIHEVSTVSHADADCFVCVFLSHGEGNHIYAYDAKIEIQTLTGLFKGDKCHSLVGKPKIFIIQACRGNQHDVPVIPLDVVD
Target sequence (P55212 194-293 limits assumed): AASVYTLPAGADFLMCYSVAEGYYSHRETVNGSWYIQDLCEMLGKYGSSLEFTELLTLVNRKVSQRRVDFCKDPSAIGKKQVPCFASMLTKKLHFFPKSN
LGR2 antag: inhibitors of bursicon-induced Drosophila LGR2 receptor cAMP signaling. HEK293 LGR2, CRE-luciferase, bursicon-stimulated, 4 h. inhibition, % at 9.99 µM. 380,000 tested, 0.35% active;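 active means drop in luminescence signal, shown as inhibition above about 50% in the replicate tests, limit read from the data, passing the limit was not always enough; inconclusive means probably only some replicates passing the limit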;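 further: agonist challenge used bursicon conditioned medium at about half maximal strength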
FN deposition inh: fibronectin deposition inhibition | 350,000 tested, 0.086% active | inhibition, % at 12.6 µM | AH1F fibroblasts, Alexa488-fibronectin deposition fluorescence, overnight;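 active means mean inhibition across replicates of 30% or more, regardless of how many single replicates reach that level; inconclusive means mean under 30% yet at least half of replicates reach 30%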;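 further: positive control wells lacked labelled fibronectin entirely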
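Assay system: AH1F fibroblasts assembling fluorescent fibronectin matrix; Amount: 10000 AH1F cells per well; Buffer or medium: DMEM, 2% serum; Probe or stimulus: Alexa488-fibronectin, 24 nM final in well; Doses: single compound dose, delivered by pin transfer; Incubation: 1 h adhesion, overnight exposure; Measured by: fluorescence 485/525 nm; Read-out: fibronectin deposition inhibition.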
Statin myotox sup: protects C2C12 myotubes from simvastatin toxicity. ATP luminescence, 48 h; scaled: DMSO 0, geranylgeraniol control 100. rescue of ATP level, % at 7.49 µM. 330,000 tested, 0.78% active. AID 602340;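 active means mean ATP rescue above about 67%, or every replicate alone reaching that limit, limit read from the data, passing the limit was not always enough; inconclusive means no clear call, values can overlap the other calls; inactive means mean under the limit and some replicate under it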;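 further: myotubes were challenged with 10 µM simvastatin during compound exposure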
esBAF inh: blocks esBAF chromatin remodeling in mouse ES cells; Bmi1-luciferase knock-in reporter, 24 h; 100% = twice the neutral-well signal; reporter increase, % at 12.5 µM; 350,000 tested, 2% active; in the data active means activation above about 40%; inconclusive means no clear call, values can overlap the other calls;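 further: 0% = median of the plate's neutral control wells and 100% = double that signal; a rise in the Bmi1 reporter signal indicates esBAF inhibition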
* = called active by the depositor.

`COc1ccccc1N1CCN(C2CCCN(C(=O)CCC(=O)N(C)C)C2)CC1` (configuration not stated) gave S100A4 MyoIIA 11, SIRT5 block -3, CASP6 VEID inh -2, LGR2 antag -6, FN deposition inh 2, Statin myotox sup 3 and esBAF inh 0.
`CCN1C(=O)[C@H]2[C@H]3CN=C(SCc4ccc(Cl)cc4)N3[C@@](C)(C(=O)OC)[C@H]2C1=O` gave S100A4 MyoIIA 0, SIRT5 block -4, CASP6 VEID inh 1, LGR2 antag 5, FN deposition inh 1, Statin myotox sup 5 and esBAF inh 3.
Cn1c(=O)cc(OCC(=O)NCCCN2CCN(c3ccccc3F)CC2)c2ccccc21 was read as FN deposition inh -5, Statin myotox sup -5 and esBAF inh -2.
`O=C(N[C@H]1CC[C@@H](CCNS(=O)(=O)c2ccc(F)cc2)O[C@@H]1CO)c1cnccn1` gave S100A4 MyoIIA 3, SIRT5 block 4, CASP6 VEID inh -1, LGR2 antag 6, FN deposition inh 4, Statin myotox sup 4 and esBAF inh 4.
Screening Cc1ccc(C)c(S(=O)(=O)/N=C(/Nc2ccccc2)c2ccccc2)c1 returned S100A4 MyoIIA -3, SIRT5 block 2, CASP6 VEID inh 5, LGR2 antag -6 and FN deposition inh 1.
Screening Cc1ccc(Cn2c(=O)c3ccccc3n3c(CCC(=O)O)nnc23)cc1 returned S100A4 MyoIIA 5, CASP6 VEID inh 10, LGR2 antag -12, FN deposition inh 3, Statin myotox sup 17 and esBAF inh 2.
Screening Cc1nn(Cc2ccccc2Cl)c(C)c1C(=O)NC1=NCCS1 returned LGR2 antag -21, Statin myotox sup 29 and esBAF inh 7.
`CCOC(=O)c1sc(NC(=O)CCN2C(=O)c3ccccc3C2=O)c(C(=O)OCC)c1C` gave S100A4 MyoIIA -3, SIRT5 block -2, CASP6 VEID inh 3 and FN deposition inh -3.
`COc1ccc(C#Cc2ccc([C@H]3[C@@H](CO)N4C(=O)CN(C(=O)c5cccnc5)C[C@@H]34)cc2)cc1` gave S100A4 MyoIIA 6, SIRT5 block 0, CASP6 VEID inh 1 and LGR2 antag -17.
Screening COc1cc(NC(=O)c2cccnc2)ccc1NC(=O)c1ccccc1Cl returned S100A4 MyoIIA 14, SIRT5 block -3, CASP6 VEID inh 5, LGR2 antag 4, FN deposition inh -3, Statin myotox sup -18 and esBAF inh -2.
For Cc1noc(C)c1S(=O)(=O)N(C)C[C@@H]1Oc2ccc(NC(=O)Cc3cn(C)c4ccccc34)cc2CC(=O)N([C@H](C)CO)C[C@H]1C the results were S100A4 MyoIIA -6, SIRT5 block 5, CASP6 VEID inh -2, LGR2 antag -4, Statin myotox sup 9 and esBAF inh 4.
Screening COc1cc2c(cc1OC)C(C(=O)Nc1ccccc1N1CCN(C)CC1)C1c3ccccc3CCN1C2=O (configuration not stated) returned S100A4 MyoIIA 3, CASP6 VEID inh 5, LGR2 antag -5, Statin myotox sup 8 and esBAF inh 3.
Screening COc1ccc(Br)cc1S(=O)(=O)N1CC(C)OC(C)C1 (configuration not stated) returned FN deposition inh -18, Statin myotox sup -6 and esBAF inh -3.
O=C(Nc1ccc(CCC(=O)N2CCCC2)cc1)c1ncn[nH]1 was read as FN deposition inh 3, Statin myotox sup 12 and esBAF inh 0.
`Cc1ccc(/C=N\NC(=O)c2cc([N+](=O)[O-])cc([N+](=O)[O-])c2)o1` gave LGR2 antag 16, FN deposition inh 7, Statin myotox sup 4 and esBAF inh -11.
For COc1ccc(C(CNC(=O)c2cccc(S(=O)(=O)N3CCOCC3)c2)N2CCCC2)cc1 (configuration not stated) the results were S100A4 MyoIIA 8, SIRT5 block -3, CASP6 VEID inh -5, LGR2 antag 0, FN deposition inh -1, Statin myotox sup 4 and esBAF inh -10.
`Cc1ccc(NC(=O)CCNC(=O)c2ccc([N+](=O)[O-])cc2)cc1S(=O)(=O)N(C)C` gave S100A4 MyoIIA -2, SIRT5 block -2, CASP6 VEID inh 2, LGR2 antag -9 and FN deposition inh -1.
CN1C(=O)[C@@H]2[C@@H]3C[C@@H]([C@H]4ON=C(c5ccc(Cl)cc5)[C@@H]34)[C@@H]2C1=O was read as S100A4 MyoIIA -7, SIRT5 block 1, CASP6 VEID inh 1, LGR2 antag 4 and FN deposition inh 5.
COc1ccc2c3c(n(C)c2c1)[C@H](CO)N(C(=O)C1CCC1)CC31CCN(Cc2cccc(F)c2)CC1 was read as S100A4 MyoIIA -9, SIRT5 block 1, CASP6 VEID inh 0 and LGR2 antag 4.
Cc1ccc(CN2CCN(Cc3ccccn3)CC2CCO)cc1 (configuration not stated) was read as S100A4 MyoIIA -1, SIRT5 block -1, CASP6 VEID inh -1, LGR2 antag -4 and FN deposition inh 3.

Gathered by group, those above containing a nitro group on carbon.
`Cc1ccc(/C=N\NC(=O)c2cc([N+](=O)[O-])cc([N+](=O)[O-])c2)o1` gave LGR2 antag 16, FN deposition inh 7, Statin myotox sup 4 and esBAF inh -11.
`Cc1ccc(NC(=O)CCNC(=O)c2ccc([N+](=O)[O-])cc2)cc1S(=O)(=O)N(C)C` gave S100A4 MyoIIA -2, SIRT5 block -2, CASP6 VEID inh 2, LGR2 antag -9 and FN deposition inh -1.

Following part:
COc1ccc(NC(=O)COC(=O)c2ccc(OCc3c(C)noc3C)cc2)cc1OC was read as FN deposition inh 3, Statin myotox sup 2 and esBAF inh 11.
For Cc1cc(=O)oc2cc(OCC(=O)OCC(=O)N(CCC#N)c3ccccc3)ccc12 the results were S100A4 MyoIIA -1, SIRT5 block -5, CASP6 VEID inh -2, LGR2 antag -30 and FN deposition inh -8.
For COC(=O)c1ccc(CNC(=O)C2CCC(=O)N(CCc3ccccc3)C2)cc1 (configuration not stated) the results were S100A4 MyoIIA -4, SIRT5 block -1, CASP6 VEID inh -2, LGR2 antag 8, FN deposition inh 4, Statin myotox sup -2 and esBAF inh 4.
`COCCCNc1ncnc2c1nc1n2CCCC1` gave S100A4 MyoIIA -3, SIRT5 block -5, CASP6 VEID inh -4, LGR2 antag -7, Statin myotox sup -8 and esBAF inh -6.
Screening COc1ccc(CNC(=O)N2CCN(c3cccc(Cl)c3)CC2)cc1OC returned S100A4 MyoIIA -14, SIRT5 block 1, CASP6 VEID inh 0, LGR2 antag 3, FN deposition inh -1, Statin myotox sup 17 and esBAF inh 0.
`Cc1ccc(-c2nc3ccccc3s2)cc1NC(=O)c1ccc2c(c1)OCO2` gave LGR2 antag -36, FN deposition inh -8, Statin myotox sup -4 and esBAF inh 4.
C/C(=N\NC(=O)CN1CCN(c2ccc(F)cc2)CC1)c1ccco1 was read as S100A4 MyoIIA -2, SIRT5 block -3, CASP6 VEID inh -3, LGR2 antag 19 and FN deposition inh 4.
`CC(C)CC#Cc1ccc([C@@H]2[C@H]3CN(C(=O)NC4CCCC4)CC(=O)N3[C@H]2CO)cc1` gave S100A4 MyoIIA -1, SIRT5 block 0, CASP6 VEID inh 0, LGR2 antag 14 and FN deposition inh -1.
`O=[N+]([O-])c1cc(S(=O)(=O)N2CCOCC2)ccc1OCc1cccc(Cl)c1` gave S100A4 MyoIIA -3, SIRT5 block -4, CASP6 VEID inh -3, LGR2 antag 15, FN deposition inh 4, Statin myotox sup -6 and esBAF inh 4.
COc1cc(OC)cc(-c2c(C#Cc3ccsc3)c3cc(-c4ccc5c(c4)OCO5)ccc3n2C)c1 was read as S100A4 MyoIIA -3, CASP6 VEID inh -1, LGR2 antag -20, FN deposition inh -6, Statin myotox sup -5 and esBAF inh -9.
Screening O=[N+]([O-])c1ccc(Sc2ccncn2)c([N+](=O)[O-])c1 returned S100A4 MyoIIA -4, SIRT5 block 4, CASP6 VEID inh 8, LGR2 antag inconclusive and FN deposition inh 5.
COC(=O)c1ccc(N(CC(=O)NC2CCCC2)C(=O)CNC(=O)c2cccs2)cc1 was read as S100A4 MyoIIA -1, CASP6 VEID inh -5, LGR2 antag -18, FN deposition inh 1, Statin myotox sup -8 and esBAF inh -2.
COc1ccccc1C#Cc1ccc2c(c1)[C@@H]1[C@@H](CCN1C(=O)CN1CCOCC1)[C@@H](CO)N2 was read as LGR2 antag 3, FN deposition inh -13, Statin myotox sup -2 and esBAF inh 0.
`CC(=O)O[C@H]1C(=O)[C@]2(C)[C@H]([C@H](OC(=O)c3ccccc3)[C@]3(O)C[C@H](OC(=O)[C@H](O)[C@@H](NC(=O)c4ccccc4)c4ccccc4)C(C)=C1C3(C)C)[C@]1(OC(C)=O)CO[C@@H]1C[C@@H]2O` gave S100A4 MyoIIA -1, SIRT5 block 3, CASP6 VEID inh 1, LGR2 antag 4, FN deposition inh 24, Statin myotox sup -20 and esBAF inh -6.
COCCSc1nnc(NC(=O)C2CC(=O)N(c3ccc(C)cc3)C2)s1 (configuration not stated) was read as S100A4 MyoIIA -9, SIRT5 block 0, CASP6 VEID inh -2, LGR2 antag 12 and FN deposition inh -2.
`C[C@@H]1CCCCO[C@H](CN(C)C(=O)Nc2ccc(F)cc2)[C@H](C)CN([C@@H](C)CO)C(=O)c2cc(NS(=O)(=O)c3ccc(F)cc3)ccc2O1` gave LGR2 antag 5, FN deposition inh -6 and esBAF inh 3.
`O=C(Nc1nnc(/N=C/c2ccco2)s1)c1ccc(F)cc1` gave FN deposition inh 0, Statin myotox sup -1 and esBAF inh 9.
Screening CN(C)C(=O)CN(c1ccc(F)c(Cl)c1)S(C)(=O)=O returned FN deposition inh -3, Statin myotox sup -14 and esBAF inh -9.
Screening Cc1ccc(C(=O)CCC(=O)N2CCN(c3ccccc3O)CC2)cc1 returned S100A4 MyoIIA 4, SIRT5 block 0, CASP6 VEID inh 5, LGR2 antag -6, FN deposition inh -14, Statin myotox sup -5 and esBAF inh 1.
Screening CCN(CC)C(=O)C1=C(C)NC(=S)NC1c1ccc(C)s1 (configuration not stated) returned S100A4 MyoIIA -2, SIRT5 block 1, CASP6 VEID inh -2, LGR2 antag -13, FN deposition inh 1, Statin myotox sup -8 and esBAF inh -4.
`CC(C)(C)C(=O)COC(=O)c1cc2ccccc2cc1O` gave FN deposition inh -5, Statin myotox sup -1 and esBAF inh inconclusive.
Screening C/C(CC(C)(C)c1ccccc1)=N\NS(=O)(=O)c1ccccc1 returned S100A4 MyoIIA -1, SIRT5 block -5, CASP6 VEID inh 14, LGR2 antag -5, FN deposition inh 9, Statin myotox sup 0 and esBAF inh -2.
Screening O=C(COC(=O)c1ccc(F)cc1F)NC(=O)Nc1ccc2c(c1)OCCO2 returned S100A4 MyoIIA -1, SIRT5 block 2, CASP6 VEID inh -1, LGR2 antag -7, FN deposition inh 1, Statin myotox sup -7 and esBAF inh 18.
For C[n+]1c(-c2ccc(C=NNC(=O)c3ccc(C(=O)NN=Cc4ccc(-c5cn6ccccc6[n+]5C)cc4)cc3)cc2)cn2ccccc21 the results were S100A4 MyoIIA 3, SIRT5 block 0, CASP6 VEID inh -187 and FN deposition inh -16.
For COc1cc(/C=N/NC(=O)COc2ccccc2C)ccc1OC(=O)c1cccs1 the results were FN deposition inh -3, Statin myotox sup -1 and esBAF inh 1.
Screening COc1cccc(C(=O)Nc2nnc(Cc3ccc(OC)c(OC)c3)s2)c1 returned S100A4 MyoIIA -21, SIRT5 block -8, CASP6 VEID inh -1, LGR2 antag 7 and FN deposition inh 5.
For CCC1(c2ccc(F)cc2)NC(=O)N(CC(=O)N2c3ccccc3NC(=O)CC2C)C1=O (configuration not stated) the results were S100A4 MyoIIA -1, SIRT5 block -4, CASP6 VEID inh -1, FN deposition inh 3, Statin myotox sup 1 and esBAF inh -3.
`Cc1cc(N2CCOCC2)n2nc(C)c(-c3ccccc3Cl)c2n1` gave S100A4 MyoIIA 3, SIRT5 block -10, CASP6 VEID inh -4, LGR2 antag -2, FN deposition inh 6, Statin myotox sup 2 and esBAF inh 19.

Source: PubChem BioAssay (Broad Institute)

This is a subset; the hit share may differ from the screen's.
